PKA-R1A act = activators of PKA-R1A holoenzyme, primary screen, biochemical, fluorescence polarization, Cy5-IP20, bovine R1A, mouse PKAc; actives 0.083% (n = 340,000); PKA-R1A dissociation; scaled: DMSO 0%, 113 µM cGMP 100%; activation, % at 11.4 µM; AID 504707, 2011;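 active = percent activation above the mean of all tested compounds plus 3 SD, cut at about 19% in these data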;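 note: higher means more PKAc released from R1A so a rise in polarization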
PKA-R2B act = activators of PKA-R2B holoenzyme, primary screen, biochemical, fluorescence polarization, Cy5-IP20, human; cAMP-dependent protein kinase catalytic subunit beta (Homo sapiens) + cAMP-dependent …; PKA-R2B holoenzyme dissociation; R2B truncated from residue 108, S112A mutant; 0% DMSO only, 100% 113 µM cGMP; activation, % at 11.4 µM; actives 0.079% (n = 340,000);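 active = activation above a cutoff set at the mean over all compounds plus 3 SD, cut at about 18% in these data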;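 note: higher means more holoenzyme dissociation and a rise in polarization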
Target sequence (P31323 whole entry, looked up, other chains not shown, the tested form may be a part): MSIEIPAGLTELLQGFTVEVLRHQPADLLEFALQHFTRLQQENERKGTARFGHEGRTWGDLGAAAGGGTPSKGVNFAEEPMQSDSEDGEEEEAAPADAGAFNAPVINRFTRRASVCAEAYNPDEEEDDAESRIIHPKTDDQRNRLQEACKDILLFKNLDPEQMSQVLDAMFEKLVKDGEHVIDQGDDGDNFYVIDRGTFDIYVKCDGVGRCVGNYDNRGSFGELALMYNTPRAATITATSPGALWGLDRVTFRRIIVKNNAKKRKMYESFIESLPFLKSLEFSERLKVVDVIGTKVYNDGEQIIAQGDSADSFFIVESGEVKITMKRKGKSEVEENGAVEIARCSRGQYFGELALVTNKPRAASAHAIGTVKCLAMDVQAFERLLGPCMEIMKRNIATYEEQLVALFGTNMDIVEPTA
phage Ecoli inh = growth loss of phage-infected E. coli, primary screen, RecBCD inhibitor project, absorbance, with phage, HTS; actives 0.26% (n = 360,000); inhibition, % at 11.9 µM; in the data active = inhibition above about 11%
* marks the source's active call; other numbers are inactive results.

PKA-R1A act,phage Ecoli inh,PKA-R2B act,SMILES
1,3.9,0,C[C@@H]1CN([C@@H](C)CO)C(=O)CCCn2nncc2CO[C@@H]1CN(C)S(=O)(=O)c1ccc(Oc2ccccc2)cc1
4,1.1,-4,COc1ccc(OC)c(NC(=O)CCNC(=O)N2CC(=O)Nc3ccccc32)c1
-5,6.9,10,C[C@H]1CN([C@@H](C)CO)C(=O)c2cc(Br)cnc2O[C@@H]1CN(C)C(=O)NC1CCCCC1
-16,3.8,4,C[C@@H]1CN([C@H](C)CO)C(=O)CCCn2nncc2CO[C@@H]1CN(C)S(=O)(=O)c1ccccc1
-8,0.6,-5,C#CCN(C[C@@H]1[C@@H](OC(=O)NCc2ccc(OC)c(OC)c2)[C@@H](OC(=O)NCc2ccc(OC)c(OC)c2)CN(C(=O)OC(C)C)N1C(=O)OC(C)C)S(=O)(=O)c1ccc(C)cc1
7,-0.9,-11,CN1OC[C@@H]2CN(C(=O)C(C)(C)C)[C@H](c3cccc(Oc4ccccc4)c3)C[C@@H]21
10,0.4,4,O=C(NC1CCC1)C1CCC(=O)N(Cc2ccc(Cl)cc2)C1 (stereo not drawn)
-4,4.0,0,CCCc1c(C(=O)N/N=C(\C)c2ccc(CC(C)C)cc2)nnn1-c1nonc1N
-7,2.5,6,CC(=O)c1ccc(OCC(=O)Nc2ccc3c(c2)OCO3)cc1
-19,1.9,-8,COc1ccc(CNC(=O)C2CCN(S(=O)(=O)N3CCC(C)CC3)CC2)c(OC)c1
2,2.0,-4,CSc1ncnc2c1ncn2CCCNCc1ccc(C)o1
3,1.2,1,C1CCC(NC2=NCCO2)CC1
4,1.6,3,Cc1cc(NC(=O)COC(=O)CCn2c(C)csc2=O)c([N+](=O)[O-])cc1C
-3,2.0,8,O=C(C1CCCO1)N1CCN(C(=O)C23CC4CC(CC(C4)C2)C3)CC1 (stereo not drawn)
0,1.3,-12,CC(CC(c1ccccc1)N1CCc2ccccc2C1)=NO (stereo not drawn)
-16,1.2,8,CC(C)C1C(=O)N(Cc2cn(Cc3ccco3)nn2)CCS(=O)(=O)N1Cc1ccc(-c2ccc(F)nc2)cc1 (stereo not drawn)
-5,0.8,-7,Cc1nc2sccn2c(=O)c1S(=O)(=O)NCC1CCN(Cc2ccc(Cl)cc2)CC1
-10,6.1,-10,CC(C)(C)Cc1c(-c2ccc(F)cc2)nc2ccc(Cl)cn12
0,2.2,-7,c1ccc(CSc2nnc(NC3CCCCC3)s2)cc1
-2,3.4,-13,C[C@H]1CN([C@@H](C)CO)C(=O)c2cc(Br)cnc2O[C@H]1CN(C)C(=O)C1CC1
2,3.2,-7,CC1(C)OCC(N)(CO)CO1
4,3.6,-6,O=C(CCc1ccc(O)cc1)NN=Cc1cc(Br)ccc1O
-10,3.2,-3,O=C(CNc1cccc(Br)c1)Nc1ccc(S(=O)(=O)N2CCCCC2)cc1
-6,-0.9,-3,C[C@H](CO)N1C[C@H](C)[C@@H](CN(C)C(=O)c2cnccn2)Oc2cc(C#CCC3CCCC3)ccc2S1(=O)=O
-6,0.5,-13,Cc1ccc(C(=O)Nc2ccncc2)cc1S(=O)(=O)N1CCCCC1
6,3.0,-16,COCC(=O)Nc1ccc2c(c1)[C@@H]1C[C@H](CC(=O)NCc3ccccc3)O[C@@H](CO)[C@@H]1O2
3,3.6,-6,COc1ccc(NC(C)=O)cc1NC(=O)c1c(C)noc1C
-2,1.4,-2,COc1cc(/C=C/C(=O)OCC(=O)Nc2ccc3[nH]c(=O)[nH]c3c2)ccc1OC(F)F
12,1.8,-10,O=C1C(=Cc2ccccc2O)SC(=S)N1CCCN1CCOCC1
5,3.6,-4,CCCn1c(C)cc(C(=O)COC(=O)c2cc(=O)[nH]c3ccccc23)c1C

A stretch from the list above, as a working copy:
PKA-R1A act,phage Ecoli inh,PKA-R2B act,SMILES
1,3.9,0,C[C@@H]1CN([C@@H](C)CO)C(=O)CCCn2nncc2CO[C@@H]1CN(C)S(=O)(=O)c1ccc(Oc2ccccc2)cc1
4,1.1,-4,COc1ccc(OC)c(NC(=O)CCNC(=O)N2CC(=O)Nc3ccccc32)c1
-5,6.9,10,C[C@H]1CN([C@@H](C)CO)C(=O)c2cc(Br)cnc2O[C@@H]1CN(C)C(=O)NC1CCCCC1
-16,3.8,4,C[C@@H]1CN([C@H](C)CO)C(=O)CCCn2nncc2CO[C@@H]1CN(C)S(=O)(=O)c1ccccc1
-8,0.6,-5,C#CCN(C[C@@H]1[C@@H](OC(=O)NCc2ccc(OC)c(OC)c2)[C@@H](OC(=O)NCc2ccc(OC)c(OC)c2)CN(C(=O)OC(C)C)N1C(=O)OC(C)C)S(=O)(=O)c1ccc(C)cc1
7,-0.9,-11,CN1OC[C@@H]2CN(C(=O)C(C)(C)C)[C@H](c3cccc(Oc4ccccc4)c3)C[C@@H]21
10,0.4,4,O=C(NC1CCC1)C1CCC(=O)N(Cc2ccc(Cl)cc2)C1 (stereo not drawn)
-4,4.0,0,CCCc1c(C(=O)N/N=C(\C)c2ccc(CC(C)C)cc2)nnn1-c1nonc1N
-7,2.5,6,CC(=O)c1ccc(OCC(=O)Nc2ccc3c(c2)OCO3)cc1
-19,1.9,-8,COc1ccc(CNC(=O)C2CCN(S(=O)(=O)N3CCC(C)CC3)CC2)c(OC)c1
2,2.0,-4,CSc1ncnc2c1ncn2CCCNCc1ccc(C)o1
3,1.2,1,C1CCC(NC2=NCCO2)CC1

Going on with the list.
PKA-R1A act,phage Ecoli inh,PKA-R2B act,SMILES
-9,1.2,-4,C[C@@H]1CN([C@@H](C)CO)C(=O)CCCn2cc(nn2)CO[C@H]1CN(C)S(=O)(=O)c1ccc(-n2cccn2)cc1
-3,2.1,-1,CC1CC(C)(C)C2=NCCN21 (stereo not drawn)
-13,0.6,-8,C[C@@H]1CN([C@H](C)CO)C(=O)CCCn2nncc2CO[C@H]1CN(C)C(=O)c1ccccc1
7,1.9,-11,COc1ccc(NC(=O)COC(=O)c2ccc3c(c2)OCCO3)cc1
0,1.6,-5,COc1cc(NC(=O)C2CC(c3ccccc3O)=NO2)cc(OC)c1OC (stereo not drawn)
-3,-2.8,-5,COc1ccccc1N1CCN(c2ccc3c(c2)S(=O)(=O)c2cccc(C(=O)NCc4ccc(F)cc4)c2C3=O)CC1
-12,-0.7,5,CC(C)N1CC2(CC(c3ccc(Cl)cc3Cl)=NO2)CN1C(=O)c1ccc(C(C)(C)C)cc1 (stereo not drawn)
2,0.4,6,COc1ccccc1CN(C)C[C@H]1OCc2cnnn2CCCC(=O)N([C@@H](C)CO)C[C@@H]1C
1,4.5,1,CCN(CC)C(=O)C1=C(C)N(Cc2ccc(OC)cc2)C(=O)C(CC(=O)NCCN2CCOCC2)C1 (stereo not drawn)
4,3.5,-4,N#Cc1ccc(S(=O)(=O)N2CCN(CN3C(=O)CC4(CCCC4)C3=O)CC2)cc1
7,-1.0,-10,CCCCCCC(=O)Oc1cccc(C2=CC(=O)CC(C)(C)C2=O)c1
2,1.4,12,Cc1ccc(S(=O)(=O)N2C[C@H]3C(=O)C[C@@H](c4ccccc4)N(S(=O)(=O)c4ccc(C)cc4)[C@H]3C[C@H]2c2ccccc2)cc1
-11,3.3,2,CC(=O)Nc1nc2[nH]ccc2c(=O)[nH]1
-17,1.1,1,CN(CC(=O)Nc1ccc(Cl)c(Cl)c1)CC(=O)N1CCCCCC1
-2,1.7,-6,C[C@H]1CN([C@@H](C)CO)S(=O)(=O)c2ccc(-c3cccc(F)c3)cc2O[C@@H]1CN(C)C
8,6.0,-5,CCN1C(c2ccc(F)cc2)=CS/C1=C(/C#N)c1nnc2n1-c1ccccc1SC2
-13,-1.8,-2,Cc1cc(/C=C(\C#N)C(=O)OCC(=O)N(C)c2c(N)n(Cc3ccccc3)c(=O)[nH]c2=O)c(C)n1CC(C)C
-8,3.5,-2,O=C1c2cc3c(cc2CCC1c1ccc2c(c1)OCO2)OCO3 (stereo not drawn)
-1,0.9,4,COc1cccc(S(=O)(=O)N(C)C[C@@H]2Oc3cc(C#CCN(C)C)ccc3S(=O)(=O)N([C@H](C)CO)C[C@@H]2C)c1
-8,3.4,-8,C[C@H]1CN([C@@H](C)CO)C(=O)CCCn2cc(nn2)CO[C@@H]1CN(C)C(=O)Nc1cccc(C(F)(F)F)c1
2,1.9,5,COc1ccc(F)cc1S(=O)(=O)N1CCc2ccccc2C1
12,1.5,3,Cc1ccc(S(=O)(=O)N2C[C@@H](C)[C@]3(C2)[C@H](O)[C@H](OC(=O)NCc2ccccc2)C[C@H]2C(=O)N(c4ccccc4)C(=O)[C@H]23)cc1
-4,1.8,-8,C[C@H](CO)N1C[C@H](C)[C@@H](CN(C)Cc2ccc(C(=O)O)cc2)Oc2ncc(Br)cc2C1=O
-5,3.2,-8,COc1ccc(C(=O)NCC(=O)NCc2ccc3c(c2)OCO3)cc1[N+](=O)[O-]
7,3.1,3,CC(=O)N1CCOc2ccc(S(=O)(=O)NC[C@H]3O[C@@H](n4ccc(N)nc4=O)[C@H](O)[C@@H]3O)cc21
-5,5.2,3,COc1ccc(-n2c(C)c3c(C)nnc(C)c3c2C)cc1OC
5,3.1,-3,Cc1ccccc1N1CCN(C(=O)c2cc(-c3ccccc3)nc3c2cnn3C(C)C)CC1
-6,4.5,-8,CCCC1NC(=O)c2cc3ccccc3cc2-n2c1nc1ccc(F)cc1c2=O (stereo not drawn)
4,2.0,10,COc1cccc(S(=O)(=O)Nc2ccc3c(c2)[C@H]2C[C@H](CC(=O)N[C@@H](C)c4ccccc4)O[C@H](CO)[C@H]2O3)c1
-1,-3.8,5,COc1ccc(N(CC(=O)NC2CC3CCC2C3)S(=O)(=O)c2ccc(C)cc2)cc1Cl (stereo not drawn)
7,2.3,9,CN(C(=O)c1cc2c(cc1Br)OCO2)c1cccc2ccccc12
-11,-0.4,4,COCOCCn1cc(CN2CCS(=O)(=O)N(Cc3ccc(-c4ccc(OC)cc4)cc3)C(C(C)C)C2=O)nn1 (stereo not drawn)
-3,3.3,-1,CC1=C2C3OC(=O)C(C)C3CCC2(C)C=C(Br)C1=O (stereo not drawn)
-11,3.8,3,COc1ccc(C(=O)Nc2ccc3nc(C)sc3c2)cc1S(=O)(=O)N1CCOCC1
1,5.5,4,C[C@@H]1CN([C@H](C)CO)C(=O)CCCn2nncc2CO[C@H]1CN(C)C(=O)OCc1ccccc1
0,3.5,0,Cc1onc(-c2ccccc2Cl)c1C(=O)NCc1nnnn1-c1ccc(F)c(F)c1
2,2.6,-16,CCOC(=O)C1=C(Nc2ccc(OC)cc2)C(N)=NC1=N
7,1.1,1,O=C(Nc1ccccc1SC(=O)c1ccccc1)c1ccccc1
0,1.2,4,C=CCNc1n[nH]c(=S)s1
-12,1.5,-14,COc1ccc2cc(C#CC3=CC(=O)C[C@H](c4ccc(F)cc4)C3)ccc2c1
-7,2.4,2,Cc1cccc(C)c1N1C(=O)CC(Sc2ccccc2N)C1=O (stereo not drawn)
2,6.6,-2,CN(C)Cc1ccccc1CNC(=O)c1cccc(S(=O)(=O)Nc2ccc3c(c2)OCO3)c1
-12,1.0,-3,CC1=C(C(=O)N(C)C)CC(CC(=O)NCCc2ccccn2)C(=O)N1Cc1ccc(C(C)(C)C)cc1 (stereo not drawn)
1,-0.5,-3,c1nnc(NCNc2nncs2)s1
1,2.3,-7,O=C(C[C@H]1C[C@H]2c3cc(NS(=O)(=O)c4ccc(F)cc4)ccc3O[C@H]2[C@H](CO)O1)NCc1ccncc1
4,2.9,-8,CC1C(=O)N(Cc2cn(CCC3OCCCO3)nn2)CCS(=O)(=O)N1Cc1ccc(-c2ccc(F)cc2)cc1 (stereo not drawn)
8,3.5,1,COc1ccc([C@H]2C[C@H](n3cc(-c4ccc(F)cc4)nn3)[C@@H](O)CN2C(=O)C2CCCCC2)cc1
1,2.6,5,CS(=O)(=O)Nc1ccc2c(c1)[C@@H]1C[C@@H](CC(=O)NCc3cccnc3)O[C@H](CO)[C@@H]1O2
-3,-0.2,8,O=C(O)c1ccccc1-c1ccc([N+](=O)[O-])cc1Cl
-9,2.0,-2,CCN(CC)C(=O)C1=C(C)N(Cc2ccc(C(C)(C)C)cc2)C(=O)C(CC(=O)NCCc2ccccn2)C1 (stereo not drawn)
3,1.6,-6,COc1ccc(C)cc1NC(=O)COC(=O)Cc1c[nH]c2ccccc12
-2,1.8,7,C[C@H](CO)N1C[C@H](C)[C@H](CN(C)C(=O)Nc2ccc3c(c2)OCO3)Oc2ncc(Br)cc2C1=O
5,2.9,2,Cc1[nH]c(=O)[nH]c(=O)c1NC(=O)c1ccccc1[N+](=O)[O-]
11,4.5,1,O=C(c1ccc(F)cc1)N1CCC(C(=O)N2CCCc3ccccc32)CC1
6,3.3,4,O=C(Nc1oc2ccccc2c(=O)c1-c1ccc2c(c1)OCO2)c1ccco1
0,-1.7,-1,O=Nc1c(O)cc(O)c2ccccc12
6,2.8,-3,C[C@@H]1CN([C@@H](C)CO)C(=O)CCCn2nncc2CO[C@@H]1CN(C)C(=O)c1ccccc1
-12,2.3,13,Cc1cccc(NC(=O)c2sc3nc(C)nc(N4CCOCC4)c3c2C)c1
-13,1.0,-3,Cc1ccccc1S(=O)(=O)N(C)C[C@@H]1OCc2cnnn2CCCC(=O)N([C@@H](C)CO)C[C@H]1C
-5,3.3,-1,O=C(NCCCN1CCOCC1)c1cc(S(=O)(=O)N2CCCCC2)ccc1Cl
-4,4.8,-6,O=C(Cn1ccc(=O)[nH]c1=O)c1ccc([N+](=O)[O-])o1
3,2.4,-3,COc1ccc(CC(=O)Nc2cc(F)ccc2F)cc1S(=O)(=O)N1CCOCC1
7,2.6,-8,COC(=O)N(C)C[C@@H]1OCc2cnnn2CCCC(=O)N([C@H](C)CO)C[C@H]1C

An excerpt. The share of hits here may be higher or lower than overall.
